Compound activity as filed in PubChem BioAssay.
Lmaj promast: inhibitors of Leishmania major promastigote growth; inhibition, % at 10 µM; Leishmania major promastigotes, resazurin fluorescence viability; 200,000 tested, 9% active; in the data active means inhibition above about 50%;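 further: promastigotes grown with compound for 44 hours at 28 °C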
bIAP act: increases bovine intestinal alkaline phosphatase activity. activation factor at 20 µM. 200,000 tested, 0.17% active. purified bovine IAP, CDP-star luminescence, 30 min; active compounds read high; fold of DMSO-control signal, blank-subtracted;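 active means activation factor of 2 or more at 20 µM, a signal rise over negative controls twice the positive control's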
FLuc stim CS: firefly luciferase counter-screen for stimulation assays; activation factor at 10 µM; P08659; ATPlite luciferase biochemical, luminescence, 10 min; 0 = ATP-free wells, 1 = DMSO control; 200,000 tested, under 10 active; AID 1027;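 active means luciferase activation factor, scaled between plate controls, of at least 2 with compound at 10 µM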
Target sequence (P08659 whole entry, looked up): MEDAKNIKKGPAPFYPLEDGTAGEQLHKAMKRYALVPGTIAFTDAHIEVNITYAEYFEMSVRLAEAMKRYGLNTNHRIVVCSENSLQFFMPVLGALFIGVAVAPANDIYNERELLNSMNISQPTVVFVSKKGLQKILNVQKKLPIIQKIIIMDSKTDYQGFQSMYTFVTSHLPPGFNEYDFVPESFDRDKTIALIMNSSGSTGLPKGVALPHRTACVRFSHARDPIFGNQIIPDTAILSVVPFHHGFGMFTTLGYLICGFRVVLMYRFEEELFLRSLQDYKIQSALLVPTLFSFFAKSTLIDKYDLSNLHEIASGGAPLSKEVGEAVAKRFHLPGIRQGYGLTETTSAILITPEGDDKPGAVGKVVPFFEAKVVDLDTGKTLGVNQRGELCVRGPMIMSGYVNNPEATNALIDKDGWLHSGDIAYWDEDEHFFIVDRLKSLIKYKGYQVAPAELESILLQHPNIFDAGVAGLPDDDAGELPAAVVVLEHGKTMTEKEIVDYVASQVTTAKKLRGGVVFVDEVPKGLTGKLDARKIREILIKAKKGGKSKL
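Assay system – cell-free luciferase reagent · Medium – PBS-based ATP solution · Dosing – test compounds dosed from 2 mM stocks in 100% DMSO · Timing – 10 min, room temperature · Technique – light output (luminescence) · Measure – luminescence gain marking luciferase activators · Controls – No-ATP low control, compound-free enzyme-plus-ATP high control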
TNAP inh noacc: blocks human TNAP activity with no phosphate acceptor present. P05186. purified TNAP, CDP-star luminescence, 30 min. inhibition, % at 20 µM. 200,000 tested, 0.26% active. AID 1012;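 active means tissue-nonspecific alkaline phosphatase inhibition above about 50% at 20 µM in the single-dose screen, limit read from the data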;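 further: 0% = DMSO negative control and 100% = EDTA positive control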
Target sequence (P05186 whole entry, looked up): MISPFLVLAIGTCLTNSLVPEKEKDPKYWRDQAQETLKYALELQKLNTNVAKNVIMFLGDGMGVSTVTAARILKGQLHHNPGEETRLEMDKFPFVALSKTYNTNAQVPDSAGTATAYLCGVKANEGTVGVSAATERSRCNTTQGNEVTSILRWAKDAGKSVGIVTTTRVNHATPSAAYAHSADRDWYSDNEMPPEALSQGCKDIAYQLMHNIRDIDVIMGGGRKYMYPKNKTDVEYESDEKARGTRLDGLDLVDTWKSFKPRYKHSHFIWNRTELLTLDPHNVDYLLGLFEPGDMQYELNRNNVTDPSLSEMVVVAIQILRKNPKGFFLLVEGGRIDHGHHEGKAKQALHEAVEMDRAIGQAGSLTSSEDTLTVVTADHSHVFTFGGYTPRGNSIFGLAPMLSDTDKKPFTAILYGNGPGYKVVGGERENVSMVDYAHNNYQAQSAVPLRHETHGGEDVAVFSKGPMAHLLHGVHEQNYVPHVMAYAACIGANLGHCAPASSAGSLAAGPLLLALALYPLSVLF
TNAP inh hi DEA: TNAP (human) inhibition, high acceptor. P05186. purified TNAP, CDP-star luminescence, 1 M DEA. inhibition, % at 20 µM. 200,000 tested, 0.03% active;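 active means over 50% inhibition of tissue-nonspecific alkaline phosphatase at 20 µM in the single-dose screen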;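 further: plate controls were DMSO wells for no effect and EDTA-quenched wells as full inhibition for full effect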
FLuc inh counter: counter-screen for luciferase assay inhibitors: firefly luciferase inhibition; ATPLite firefly luciferase biochemical luminescence, 10 min; inhibition, % at 10 µM; 200,000 tested, 1.5% active; AID 1006;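 active means inhibition above about 50% when tested at 10 µM, limit read from the data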
APP 5UTR inh: APP translation inhibition; inhibition, % at 2 µM; 190,000 tested, 0.82% active; SH-SY5Y APP 5'UTR-luciferase reporter, luminescence;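 active means inhibition above a set limit, derived from the sample mean plus 3 SD, cut at about 45% in these data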; further: values of inactives mirror those of a sister screen read the other way
bIAP inh: intestinal alkaline phosphatase (bovine) inhibition; AID 1019; inhibition, % at 20 µM; purified bovine IAP, CDP-star luminescence, 30 min; 190,000 tested, under 10 active;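 active means over 50% inhibition of intestinal alkaline phosphatase at 20 µM in the single-dose screen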
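System: Purified bovine intestinal alkaline phosphatase (IAP) enzyme | Input: IAP diluted 1/65,000,000 in the well | Also added: CDP-star chemiluminescent phosphatase substrate, 30 µM final | Dosing: 20 µM single dose | Times: Enzyme reaction for 30 min at room temperature | Detection: Luminescence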
RAM inhibit: yeast RAM network inhibition; inhibition, % at 50 µM; S. cerevisiae dse1pr::URA3 reporter, 5-FOA growth OD615, 2 d; analog-sensitive cbk1-as2 kinase mutant strain; 190,000 tested, 1.8% active;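 active means inhibition above a set limit, 3 SD over mean compound inhibition, cut at about 8.4% in these data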;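 further: 0% = DMSO-only wells with no growth and 100% = 10 µM 1-NA-PP1 full growth; inhibition rescues growth on 5-FOA so higher OD means more RAM inhibition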
TNAP act hiacc: activators of human TNAP at high phosphate acceptor concentration; 200,000 tested, under 10 active; activation factor at 20 µM; purified TNAP, CDP-star luminescence, 1 M DEA, 30 min; active compounds read high; 0 = EDTA background, 1 = DMSO-only activity;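 active means activation factor at least 2 at 20 µM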
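Assay system: human TNAP; Input: enzyme diluted 1/800 final; Reagent: CDP-star luminogenic substrate at 100 µM final; Timing: 30 min, room temperature; Signal: luminescence; Evaluation: TNAP activation factor scaled between EDTA and DMSO control wells.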
* hit, by the source's call; nt = not tested or not shown. Outcome played no part in choosing rows (roughly 13% active in at least one column).

molecule | RAM inhibit | FLuc stim CS | TNAP inh noacc | TNAP act hiacc | Lmaj promast | bIAP inh | TNAP inh hi DEA | bIAP act | APP 5UTR inh | FLuc inh counter
COc1cc(SC#N)ccc1N=Cc1c(C)[nH]n(-c2ccc(C)cc2)c1=O | 4.5 | 0.9 | -62 | 1 | 100* | 2 | 2 | 1 | 21 | 12
C/C(=C\C#N)n1nc(C)cc1N | nt | 1 | -12 | 1.1 | 0 | 6 | -5 | 0.9 | -7 | -5
COCc1cc(Sc2ccc(Cl)cc2)nc(C)n1 | 1.2 | 1.1 | -10 | 1.1 | -7 | 2 | -7 | 1 | 2 | -7
COc1ccc(OC)c(NC(=O)CCNS(=O)(=O)c2ccc3c(c2)c(=O)n(C)c(=O)n3C)c1 | 0.9 | 1 | -10 | 1 | 3 | -30 | -1 | 1.3 | -4 | 3
CC(=O)c1cc(C#N)c(N2CC(C)OC(C)C2)nc1C (stereo not given) | -1.0 | 1 | -9 | 1 | 0 | -10 | 0 | 1.1 | 4 | -2
COCCN(Cc1cc2cc(C)ccc2nc1Cl)C(=O)Nc1ccccc1OC | 5.0 | 1 | -3 | 1 | -5 | -1 | 1 | 1 | 15 | 0
O=C(NCc1cccs1)c1cc(-c2ccccc2)on1 | 3.1 | 1 | -10 | 1.1 | -5 | 4 | -8 | 1 | -85 | 0
CC(=O)NC(Nc1nc2c(s1)CCCC2)(C(F)(F)F)C(F)(F)F | 0.5 | 1.1 | -9 | 1 | -6 | 1 | 1 | 1 | 2 | -6
Cc1ccc(C)n1-c1ccc(C#N)cn1 | 2.5 | 1 | -6 | 1 | -3 | -4 | -1 | 1 | 11 | 0
COC(=O)C1=C(C)NC(=O)/C1=C\c1cccs1 | 3.8 | 1 | -6 | 1 | 11 | 17 | -3 | 0.8 | 11 | -1
Cn1c2ccccc2c2n[nH]c(=O)nc21 | 1.4 | 1 | -5 | 1 | -2 | -4 | 3 | 1 | 14 | -3
O=C(CCS(=O)(=O)Cc1ccccc1)N1CCc2ccccc2C1 | -0.1 | 1.1 | -13 | 1 | -5 | 13 | -4 | 0.9 | -4 | -5
N=c1c2c(n(Cc3ccc(Br)cc3)c3c1CCC3)CCCC2 | 1.4 | 1.1 | -4 | 1.1 | 100* | 11 | -8 | 0.9 | -3 | -13
CS(=O)(=O)N1CCN(c2ccc(Cl)cc2[N+](=O)[O-])CC1 | 2.3 | 1.1 | -3 | 0.9 | 24 | 4 | 5 | 1 | nt | -5
COc1ccc(C(=O)Nc2ccc(S(=O)(=O)Nc3onc(C)c3C)cc2)cc1 | 4.8 | 0.9 | -10 | 1 | -9 | 1 | -1 | 1 | 8 | 12
CC(=O)c1c(C)nn(CC(O)COc2ccc3c(c2)CCC3)c1C (stereo not given) | 0.7 | 1.1 | -12 | 1.1 | -3 | -2 | -6 | 1 | 7 | -5
CCOC(=O)C1=C(CC)Nc2ccccc2N=C1NC(=O)Nc1ccc(Cl)c(Cl)c1 | 2.3 | 1.1 | -19 | 1 | 97* | 20 | -2 | 0.8 | nt | -8
CC(C)OC(=O)CSc1nnc(COc2ccc([N+](=O)[O-])cc2)n1C | -0.3 | 1.1 | -8 | 1.1 | -4 | 1 | -9 | 1 | -16 | -5
C=CCN1C(=O)/C(=C\c2cccs2)C(C(=O)OC)=C1C | 4.5 | 1 | 0 | 0.9 | 12 | 20 | 10 | 0.8 | nt | -2
C/C(=N\NC(=S)NCCc1ccccc1)c1cccc(Br)c1 | 3.0 | 1.1 | -5 | 1 | -5 | -3 | 0 | 1 | -18 | -7
CCOc1ccc(C(=O)OCC(=O)Nc2cc(C)on2)cc1OCC | 2.6 | 1 | -5 | 1 | -5 | 7 | 0 | 0.9 | -9 | 1
CCCCS(=O)CC(CS(=O)CCCC)OC(=O)c1ccccc1 (stereo not given) | -0.5 | 1.1 | -13 | 1 | -4 | 23 | -4 | 0.8 | -21 | -7
CC(=O)C(Cc1ccccc1)NC(=O)CCl (stereo not given) | 1.1 | 1.1 | -16 | 1.1 | -4 | 4 | -8 | 1 | -7 | -8
Cc1c(Br)c([N+](=O)[O-])nn1CC(=O)N1CCc2ccccc21 | 5.1 | 1 | -9 | 1.1 | -6 | -8 | -8 | 1.1 | 2 | -3
COc1ccc(/C=C2/N=C3CCCCCN3C2=O)cc1 | 0.2 | 0.8 | 1 | 1 | 5 | 4 | -2 | 1 | -48 | 19
Cn1cc(/C=N/Nc2ccccc2)c2ccccc21 | 1.4 | 0.9 | -2 | 1 | 63* | -2 | 1 | 1 | -14 | 8
COc1ccc(-c2nn(CCC(=O)O)cc2/C=C2\SC(N)=NC2=O)cc1OC | 3.0 | 1.1 | -19 | 1 | -1 | 9 | -2 | 0.9 | -14 | -6
COc1ccc2c(c1OC)C(=O)N1c3ccccc3COC21 (stereo not given) | 0.5 | 0.3 | -17 | 1.1 | -4 | 18 | -5 | 0.8 | -82 | 72*
COc1ccc(Nc2nc(OC)nc(N3CCN(c4ccc(OC)cc4)CC3)n2)cc1 | 1.7 | 1 | -10 | 1 | -1 | -8 | -3 | 1.1 | -5 | -3
CCCCN(C)Cc1c(O)ccc2c(-c3ccccc3)cc(=O)oc12 | -0.1 | 1.1 | -15 | 1 | 65* | -7 | -1 | 1.1 | 1 | -8
COc1cc(C2C3=C(Nc4ncnn42)c2ccccc2CC3)cc(OC)c1OC (stereo not given) | -0.3 | 1.1 | -6 | 1.1 | 4 | -1 | -6 | 1 | 95* | -6
CCC(=O)Nc1cccc(NC(=O)COc2ccc(OC)cc2)c1 | 0.9 | 0.8 | -14 | 0.9 | -3 | 16 | 8 | 0.8 | -5 | 18
CCC(=O)OCc1c(C(F)(F)F)nn(C)c1Sc1ccc(F)cc1 | 1.7 | 1 | 0 | 1 | -3 | 2 | -1 | 1 | -1 | -4
CCSc1nnc(NC(=O)CSc2nnc(Cc3cccn3C)n2CCc2ccccc2)s1 | 7.0 | 1 | -5 | 1 | -8 | 10 | 0 | 0.9 | 11 | -2
CCOC(=O)Nc1ccc(C)cc1C | 0.5 | 1 | -16 | 1.1 | -3 | 8 | -5 | 0.9 | -6 | 0
COC(=O)c1ccc2c(c1)nc(C)n2CCO | 1.6 | 1 | -13 | 1 | -14 | 11 | -2 | 0.9 | 2 | -3
COc1ccc(/C=C/C(=O)Oc2ccc(/C=N\NC(=O)c3ccc(F)cc3)cc2)cc1 | 2.8 | 1 | -14 | 1.1 | -1 | 17 | -6 | 0.8 | -11 | -4
CCOc1ccc(NC(=O)CC2C(=O)Nc3ccccc3N2C(=O)c2ccccc2)cc1 (stereo not given) | 0.7 | 1.1 | -9 | 1 | -2 | 1 | -5 | 1 | -10 | -5
COc1ccccc1CNC(=O)CCN1C(=O)COc2ccc(C)cc21 | 0.9 | 1.1 | -10 | 1 | -5 | 6 | -3 | 0.9 | -3 | -5
O=C(N/N=C/C(Cl)=C/c1ccccc1)c1ccncc1 | -0.1 | 0.8 | -10 | 1 | 16 | 4 | -4 | 1 | 2 | 22
CCn1cc(C2=NCC(C)O2)c2ccccc21 (stereo not given) | 0.2 | 1 | -12 | 1.1 | 1 | 8 | -9 | 0.9 | -3 | -1
CC(C)CCNC(=S)Nc1ccc([N+](=O)[O-])cc1 | -1.4 | 1 | -5 | 1 | 68* | -5 | 3 | 1 | 3 | 2
CCCCN(C)CCCNC(=O)CN1C(=O)CSc2ccc(S(=O)(=O)N3CCOCC3)cc21 | 2.5 | 1 | -3 | 1 | -6 | 13 | 3 | 0.9 | 15 | -2
CCOC(=O)c1sc(=S)n(C)c1N | 2.5 | 1 | -7 | 1 | -6 | 13 | -1 | 0.9 | 7 | -1
O=C(N/N=C\c1ccc2c(c1)OCO2)c1ccco1 | -0.1 | 0.2 | -19 | 1 | -5 | -9 | 0 | 1.1 | -97 | 75*
Cc1ccc(Nc2n[nH]c(C)c2[N+](=O)[O-])c(C)c1 | 1.4 | 1 | 11 | 0.9 | 0 | 6 | 12 | 0.9 | -28 | 0
CCC(=O)Nc1ccc(S(=O)(=O)N2CCN(c3ccc(F)cc3)CC2)cc1 | 1.6 | 1.1 | -9 | 1 | -2 | 1 | 0 | 1 | 0 | -6
COc1cccc(CN2CCNC(=O)C2CC(=O)N2CCOc3ccccc3C2)c1OC (stereo not given) | 2.1 | 1 | 10 | 1 | -2 | -17 | 3 | 1.2 | 9 | -3
CCc1ccc(NC(=O)C(=O)N/N=C(\C)CC(=O)Nc2ccccn2)cc1 | 1.0 | 0.9 | -13 | 1 | -9 | 12 | -3 | 0.9 | -20 | 12
CCOC(=O)CCn1cc(F)c(=O)n(Cc2ccccc2)c1=O | 0.7 | 1 | -2 | 1 | -7 | 0 | 4 | 1 | 3 | -2
O=C(OCn1ncc(Cl)c(Cl)c1=O)c1ccc(F)cc1 | 2.8 | 1 | -8 | 1 | 98* | 0 | -3 | 1 | 97* | -4
COc1ccc(/C(N)=N/OC(=O)Cc2cccs2)cc1 | 0.3 | 0.8 | -3 | 1 | 39 | 36 | 2 | 0.6 | -65 | 16
CCn1c(Cc2ccccc2)nnc1SCC(=O)Nc1nnc(-c2ccccc2)s1 | 8.3 | 0.8 | -9 | 1.1 | -6 | 20 | -6 | 0.8 | -19 | 16
Brc1ccc2ncnc(Nc3ccc(N4CCOCC4)cc3)c2c1 | 1.7 | 1.2 | -4 | 1 | 19 | 17 | -4 | 0.8 | 9 | -17
CCN(CC)S(=O)(=O)c1cccc(C(=O)NC(C(=O)Nc2nnc(C3CC3)s2)C(C)C)c1 (stereo not given) | 3.3 | 1 | -7 | 1 | -7 | -8 | -3 | 1.1 | 8 | -2
O=C1c2c(O)cc(O)cc2O[C@@]12c1c(cc(O)c3c1O[C@H](c1ccc(O)cc1)[C@@H](O)C3)O[C@@H]2c1ccc(O)cc1 | 1.8 | 1.1 | 11 | 1 | -10 | 1 | -1 | 1 | 7 | -6
O=C(c1cccc(Cl)c1)C1CCCN(Cc2ccc(N3CCNC3=O)cc2)C1 (stereo not given) | 1.5 | 1 | -6 | 1.1 | 11 | 10 | -8 | 0.9 | 14 | -3
O=C(CN(Cc1ccccc1)S(=O)(=O)c1ccc(S(=O)(=O)N2CCOCC2)cc1)Nc1ccccc1 | 6.5 | 1.1 | -3 | 1 | -4 | 10 | -3 | 0.9 | 3 | -12
CC(=O)c1cc2c(cc1NC(=O)CCNC(=O)c1ccccc1Cl)OCO2 | 0.7 | 1.1 | -8 | 1.1 | -6 | 3 | -6 | 1 | 0 | -7
